# Compound activity as filed in PubChem.
# PrPC surface inh – inhibitors of human cell surface prion protein PrPC; TR-FRET read-out; inhibition, % at 13.8 µM; 0.43% of 370,000 active; in the data active means inhibition above about 24%; further: 0% = median of the test wells and 100% = reference compound wells
# FadD28 binding – blocks FadD28 binding to the bisubstrate probe; AID 588549; inhibition, % at 12.5 µM; 0.22% of 360,000 active; fluorescence polarization; in the data active means inhibition above about 8.5%, passing the limit was not always enough; inconclusive means no clear call, values can overlap the other calls
# TcdB GH inh – blocks C. difficile toxin B glycohydrolase activity; P18177; TcdB glycohydrolase enzymatic assay, plate reader; inhibition, % at 9.99 µM; 0.24% of 350,000 active; AID 652162; in the data active means inhibition above about 10%
# Anthrax LF prot – inhibitors of Bacillus anthracis lethal factor protease | P15917 | multiplex microsphere protease cleavage assay, LF | inhibition, % at 10 µM | 0.12% of 360,000 active | AID 588501; further: plate controls were buffer without enzyme for full effect and enzyme alone for no effect
# BoNT A protease – inhibitors of Botulinum neurotoxin A light chain protease | multiplex microsphere protease substrate cleavage, flow cytometry | AID 588499 | inhibition, % at 10 µM | 0.17% of 360,000 active; further: plate controls were buffer without enzyme for full effect and enzyme alone for no effect
# Yp Topo-I inh – inhibitors of Yersinia pestis topoisomerase I | AID 504884 | activity, % at 10 µM | 0.064% of 360,000 active | Y. pestis Topo-I cleavage product accumulation, plate reader; in the data active means activity above about 50%, passing the limit was not always enough; inconclusive means no clear call, values can overlap the other calls; further: inactives centre near 2
# BoNT F protease – inhibitors of Botulinum neurotoxin F light chain protease. Multiplex microsphere protease cleavage assay, flow cytometry. inhibition, % at 10 µM. 0.22% of 360,000 active. AID 588497; in the data active means inhibition above about 35%, passing the limit was not always enough; inconclusive means no clear call, values can overlap the other calls; further: plate controls were buffer without enzyme for full effect and enzyme alone for no effect
# CCHFV vOTU inh – blocks the CCHF virus ovarian tumor domain protease. CCHFV vOTU protease, Pep-AMC fluorescence. inhibition, % at 11.5 µM. 0.55% of 370,000 active. AID 651958; in the data active means inhibition above about 30%; further: 0% = vehicle wells with enzyme and 100% = no enzyme wells
# PfHsp40 yeast – rescue of PfHsp40-mediated yeast toxicity | AID 504582 | growth rescue, % at 12.5 µM | 0.68% of 340,000 active | S. cerevisiae expressing PfHsp40, growth rescue, ATP luminescence; in the data active means growth rescue above about 28%, passing the limit was not always enough; inconclusive means no clear call, values can overlap the other calls;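 further: yeast W303a lacking pdr1 and pdr3 grown in galactose medium; growth measured after three days at 30 °C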
# An asterisk follows results filed as active; ? = inconclusive; . = no result given. Unless noted, no stated cut-off is given here; in the data, active means inhibition above about 30%; inconclusive means no clear call, values can overlap the other calls; inactive means below that.
SMILES	PrPC surface inh	FadD28 binding	TcdB GH inh	Anthrax LF prot	BoNT A protease	Yp Topo-I inh	BoNT F protease	CCHFV vOTU inh	PfHsp40 yeast
O=C(COc1ccccc1Cl)Nc1ccccc1C(=O)N1CCOCC1	-6	0.8	-1.8	0	2.0	3	-9	23	0.7
O=C(CCN1N=C(c2ccccc2)CCC1=O)NCC1CCCO1 (configuration not stated)	9	-0.6	1.2	0	0.4	-4	3	7	-0.9
S=C(NCC1CCCCC1)Nc1ccc(Oc2ccccc2)cc1	3	-4.7	0.4	-3	-1.3	15	-8	-3	-1.0
COc1ccccc1-c1sc2ccccc2c1-c1ccc(O)cc1	0	-2.7	-0.7	5	-0.3	-14	-4	13	?
O=C(COC(=O)C1CCN(S(=O)(=O)c2ccccc2)CC1)NC(=O)c1ccc(OC(F)F)cc1	-2	-1.1	-0.2	0	0.5	3	-1	-11	0.5
COc1ccc2[nH]c(CN3CCC(CO)(CCOc4ccccc4)CC3)c(C)c2c1	-10	-3.6	0.0	-3	0.6	7	-3	-5	-1.9
N#Cc1cnn2ccn(C3OC(CO)C(O)C3O)c12 (configuration not stated)	1	0.7	0.1	13	-0.1	-1	12	-19	-1.1
COCCCNc1ccn2nc(-c3ccc(CC(C)C)cc3)cc2n1	13	0.2	1.2	2	0.8	-3	5	10	.
CC(C)N(C(=O)NC(=O)Nc1ccc(S(=O)(=O)N2CCCC2)cc1)S(C)(=O)=O	4	-8.7	-0.4	-9	-0.7	10	1	17	-1.6
COc1ccccc1CC(NC(C)=O)C(=O)NC1CCN(C(=O)Nc2ccccc2C)CC1 (configuration not stated)	4	-4.4	-0.6	-3	-0.9	6	11	14	-1.2
O=C(O)c1ccc(S(=O)(=O)N2CCCCCCC2)cc1	2	-0.4	-0.6	3	-0.1	-2	2	-7	.
C=CCN(Cc1cccs1)C(=O)COc1ccc2c(c1)OCO2	-4	-0.9	1.1	-7	-1.4	11	-6	0	-0.1
N#Cc1nn(-c2ccccc2)nc1N1CCCCC1	5	-1.6	.	-1	0.4	-7	4	-18	-2.3
CC(=O)Oc1ccc2c3c(c(=O)oc2c1C)CCCC3	-4	-0.4	0.9	-14	-0.7	2	-13	-35	1.4
CCCC1CC(=O)NC1(C(=O)OCC)C(=O)OCC (configuration not stated)	0	-1.2	2.8	-3	-0.4	-5	-7	4	0.0
CC(=O)OCC1(C)CN(c2ccccc2)N(C(=O)c2ccc(F)cc2)C1=O (configuration not stated)	-10	-0.9	0.9	0	0.0	0	-2	-7	0.7
Cc1cc(C)c2nc(N3CCCC(C(=O)NCCN4CCOCC4)C3)sc2c1 (configuration not stated)	-5	-0.8	-0.8	6	-1.2	-4	-4	-13	0.5
CCC1Oc2ccc(C)cc2N(CC(=O)N(Cc2ccc(C)o2)C2CC(C)(C)NC(C)(C)C2)C1=O (configuration not stated)	-7	-1.4	.	0	0.2	-6	4	-3	-0.8
CCN(CC)c1ccc(C=C2C(=O)N(C)C(=S)N(C)C2=O)o1	-2	-1.3	-1.5	0	0.9	3	4	9	0.6
CCCOc1ccc(CNC(=O)C2CCN(C(=O)N3CCOc4ccccc43)CC2)cc1	8	-0.1	1.1	0	0.5	35	-8	-3	-1.5
COc1ccc(-c2nnn(CC(=O)NCc3ccccc3)n2)cc1OC	4	0.1	.	-8	?	-2	-9	-6	1.1
O=C(CSc1nc2ncc(Cl)cc2[nH]1)N1CCOCC1	-12	-4.7	1.2	-9	0.2	2	-3	-3	-1.4
CCN(CCCNC(=O)CCNC(=O)Cn1cnc2ccccc2c1=O)c1cccc(C)c1	-4	0.1	.	0	1.2	6	6	0	1.3
Cc1ccc(CNC(=O)COc2ccc(C(=O)c3ccc(F)cc3)cc2)cc1	-7	-0.2	.	-2	-0.4	34	-8	-15	1.4
O=C1N[C@@H](c2ccccc2)COC(=O)[C@@H](Cc2ccc(F)cc2)CC/C=C/C[C@@H]1CC(=O)N(CCO)Cc1ccccc1	6	-3.7	-0.7	-5	0.1	21	1	11	1.0
O=C(c1nc2ccccn2c1CN1CCCC(O)C1)N1CCN(C2CCCCC2)CC1 (configuration not stated)	-2	-1.6	1.5	-1	-0.9	7	-3	-11	0.3
O=C(O)c1cn(-c2ccccc2)nc1C(=O)O	2	-3.5	.	1	-0.2	5	0	9	0.5
COc1ccc(SCc2noc(C(=O)NC(C)C)c2C(=O)O)cc1	0	-3.2	2.4	-8	-0.1	1	7	0	-0.1
CCOc1ccc(Br)cc1S(=O)(=O)NCc1ccc(S(N)(=O)=O)cc1	-14	-3.0	-0.6	-8	0.2	-17	-3	-8	-1.8
O=c1c2ccccc2nc(SCc2nc3ccccc3s2)n1CCCO	-6	-3.3	.	1	5.8	14	0	5	0.1
Nc1nnc(CC(=O)N/N=C/c2ccc(-c3ccccc3)o2)s1	-13	-5.1	0.9	-3	-0.3	0	-4	13	-0.9
CCOC(=O)c1cccc(NC(=O)CSc2nnc(COc3ccc(Cl)cc3)o2)c1	3	-2.5	.	2	-0.2	4	-1	-8	0.3
CCCc1cc(C(=O)N2CCCC(N3CCN(c4ccccc4F)CC3)C2)n(C)n1 (configuration not stated)	3	0.5	1.0	5	7.9	7	14	-10	0.9
CCOC(=O)c1c(C)[nH]c(C)c1C(=O)COC(=O)c1ccccc1O	2	-1.5	.	0	-0.7	-3	-8	5	-1.2
COC(=O)C1=C(C)N(Cc2ccccc2)C(=NCCc2cccnc2)N[C@H]1c1ccc(Br)cc1	.	-3.6	.	2	0.7	11	-6	.	0.2
CCC1CCCCN1C(=O)COC(=O)c1cc(C)nc2ccccc12 (configuration not stated)	5	-3.2	1.9	-3	-0.8	9	-9	9	2.1
CCN(CC#CCC1(O)c2ccccc2-c2ccccc21)C(C)C	0	-2.1	.	0	0.0	-10	-8	19	-0.1
Cc1cc(C)n(CCNS(=O)(=O)c2ccc(C)c(C)c2)n1	-1	-2.3	0.7	-3	0.4	1	2	11	3.2
COc1cc(OC)nc(NC(=O)COC(=O)c2cccc(Cl)c2)n1	-1	-0.5	0.7	-6	0.2	4	0	-6	-0.9
COC(=O)[C@@]12CCCCN1[C@H](c1ccc(-c3cc(C(C)=O)cs3)cc1)[C@H]1C(=O)N(C)C(=O)[C@H]12	-3	-2.8	-0.6	4	-0.2	6	2	-1	-0.5
COc1cc2ccccc2cc1C(=O)NC1CCCCC1	-6	-1.6	0.9	-6	-0.5	9	-4	6	-0.8
CC1(C)CC(C(=O)Nc2nccs2)CCO1 (configuration not stated)	-1	-1.4	.	0	-4.4	1	-71	11	1.3
C/C(=N/OC(=O)c1ccc(C(F)(F)F)cc1)c1oc(C)nc1C	-2	-1.3	1.5	-16	-3.0	-5	?	-7	0.3
OC(c1cccc(Cl)c1)c1ncc(-c2cccc3ccccc23)[nH]1 (configuration not stated)	11	-4.6	0.9	-6	0.1	2	-13	-14	.
Cc1ccc(-c2noc(CCC(=O)NCC3CCCO3)n2)cc1 (configuration not stated)	-3	0.4	.	-1	-0.4	-3	-1	-7	-1.5
O=C(CSc1nnc(-c2cccs2)n1CC1CCCO1)c1cc2ccccc2o1 (configuration not stated)	-5	-7.1	.	4	4.2	16	-8	16	-0.2
CN(C)CCNc1ncnc2c1ncn2[C@H]1CN(Cc2ccc3c(c2)OCO3)C[C@@H](CO)O1	-3	-2.3	0.9	-10	0.3	-4	5	-8	.
N#Cc1nc(-c2ccco2)oc1N1CCN(c2cccc(Cl)c2)CC1	-1	-0.2	.	-10	2.4	10	-5	-11	1.4
COCCN(C(=O)CC1C(=O)NCCN1Cc1ccc(-c2ccccc2)cc1)C(C)C (configuration not stated)	3	-2.2	0.6	-1	2.2	0	-7	19	-0.9
O=C(COc1ccc(S(=O)(=O)N2CCCC2)cc1)N1CCN(c2ccccc2F)CC1	8	-1.4	-0.3	0	-3.1	25	0	-19	1.0
CCCc1cc(=O)oc2cc(C)cc(OCC(=O)NCc3ccncc3)c12	-5	-4.1	-0.5	-1	-1.3	3	-3	-23	0.3
CC(=O)c1sc2nc(C)cc(C)c2c1N	-31	0.5	.	-3	-0.5	-5	1	-19	1.9
COCCN1CCN(C(=O)C2CCC(=O)N(CCCc3ccccc3)C2)CC1 (configuration not stated)	2	-1.8	0.7	13	-0.3	-7	-20	3	-0.4
COc1cc(NC(=O)C(C)N2CCN(C(=O)C3CC3)CC2)cc(OC)c1 (configuration not stated)	3	-1.6	-1.0	-5	0.2	3	5	-4	-0.4
Cc1cc(C(=O)CCC(=O)N(C)CC2COc3ccccc3O2)c(C)s1 (configuration not stated)	0	2.0	2.2	2	0.3	-3	6	-4	.
O=C(NCCC1CCCCN1S(=O)(=O)c1ccccc1)C(=O)Nc1ccccc1 (configuration not stated)	7	.	0.3	.	.	1	.	2	0.3
COc1ccc(NC(=O)Nc2ccc(C(=O)N3CCOCC3)cc2)c(OC)c1	2	-0.5	.	-3	-0.3	0	-3	8	0.5
CCc1ccc(C2CC(c3ccco3)=NN2S(C)(=O)=O)cc1 (configuration not stated)	2	-2.5	.	-3	-0.1	-5	25	1	-1.4
c1ccc2c(c1)ccc1ccccc12	8	0.0	1.3	-5	0.2	-4	-3	5	-1.0
CCCCc1nc2sc3c(=O)n(N)cnc3c2c2c1CCC2	5	-2.9	0.5	1	0.0	1	3	3	0.8

# Reprinted from the part before: five entries, then new ones.
SMILES	PrPC surface inh	FadD28 binding	TcdB GH inh	Anthrax LF prot	BoNT A protease	Yp Topo-I inh	BoNT F protease	CCHFV vOTU inh	PfHsp40 yeast
O=C(NCCC1CCCCN1S(=O)(=O)c1ccccc1)C(=O)Nc1ccccc1 (configuration not stated)	7	.	0.3	.	.	1	.	2	0.3
COc1ccc(NC(=O)Nc2ccc(C(=O)N3CCOCC3)cc2)c(OC)c1	2	-0.5	.	-3	-0.3	0	-3	8	0.5
CCc1ccc(C2CC(c3ccco3)=NN2S(C)(=O)=O)cc1 (configuration not stated)	2	-2.5	.	-3	-0.1	-5	25	1	-1.4
c1ccc2c(c1)ccc1ccccc12	8	0.0	1.3	-5	0.2	-4	-3	5	-1.0
CCCCc1nc2sc3c(=O)n(N)cnc3c2c2c1CCC2	5	-2.9	0.5	1	0.0	1	3	3	0.8
CSc1nc(C(=O)N2CCCC(C(=O)c3ccc(Cl)cc3)C2)cs1 (configuration not stated)	9	-2.4	-0.4	4	-1.5	23	-8	-7	0.5
Cc1cccc(NC(=S)N(CCCN2CCOCC2)C(C)c2cc3ccccc3o2)c1 (configuration not stated)	4	-3.8	1.9	0	-0.7	30	-9	5	-0.7
COC(=O)c1ccc(N/C=C\C(=O)c2ccc3c(c2)OCO3)cc1	-3	-1.8	0.8	0	-0.3	0	0	-6	2.8
CCOc1cccc(N)c1	.	-2.7	.	-3	-0.1	0	1	.	-0.2
COc1ccc2[nH]c3c(=O)n(CCCC(=O)NC4CCCCC4C)c(=S)[nH]c3c2c1 (configuration not stated)	-1	-4.4	-0.5	-4	2.1	11	4	17	0.9
CC1(C)O[C@H]2CC(=O)OC[C@]23[C@H]2CC[C@@]4(C)[C@H](c5ccoc5)OC(=O)[C@H]5O[C@]54[C@]2(C)[C@@H](O)C[C@@H]13	-2	-3.3	0.2	-8	-0.7	0	-2	-1	-1.1
CC(OC(=O)c1ccc2ccccc2n1)C(=O)Nc1ccc(N2CCOCC2)cc1 (configuration not stated)	-1	0.9	.	-4	2.2	1	-17	5	0.4
CC(OC(=O)C1CC1)C(=O)Nc1ncc(Cl)cc1Cl (configuration not stated)	-5	-3.6	0.3	-2	0.9	5	-9	-3	-0.8
